Abeta rescue – restores growth of yeast expressing A-beta42 peptide. yeast expressing A-beta42, growth rescue, OD600, 48 h; response scale: 0% DMSO, 100% iron-clioquinol control. 410,000 tested, 0.063% active. Potency, µM (top dose mostly 46.1 µM), inactives show top-dose growth rescue, most hits filed as activators. AID 1347071; note: potency is the fitted concentration of half-maximal effect; nearly all actives have a fitted effect of over 55% in size
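Yeast growth medium received pinned compounds, then yeast cells expressing toxic A-beta were added; plates incubated at 30 C for 48 hr. Growth read as absorbance at 600 nm, normalized to DMSO and equimolar FeCl3 plus clioquinol controls.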
PI5P4K alpha inh – PI5P4K alpha (human) kinase inhibition | PI5P4Kalpha enzyme, ADP-Glo luminescence, 60 min; stronger effect = lower value | max response, % | 330,000 tested, 1.2% active | AID 652105; active = max response of -50% or lower; inconclusive = between -30% and -50%; inactive = -30% or higher; note: value at the top dose of about 77 µM; % is set by controls: 0 for no effect and ±100 for the full control effect
Target sequence (P48426 whole entry, looked up): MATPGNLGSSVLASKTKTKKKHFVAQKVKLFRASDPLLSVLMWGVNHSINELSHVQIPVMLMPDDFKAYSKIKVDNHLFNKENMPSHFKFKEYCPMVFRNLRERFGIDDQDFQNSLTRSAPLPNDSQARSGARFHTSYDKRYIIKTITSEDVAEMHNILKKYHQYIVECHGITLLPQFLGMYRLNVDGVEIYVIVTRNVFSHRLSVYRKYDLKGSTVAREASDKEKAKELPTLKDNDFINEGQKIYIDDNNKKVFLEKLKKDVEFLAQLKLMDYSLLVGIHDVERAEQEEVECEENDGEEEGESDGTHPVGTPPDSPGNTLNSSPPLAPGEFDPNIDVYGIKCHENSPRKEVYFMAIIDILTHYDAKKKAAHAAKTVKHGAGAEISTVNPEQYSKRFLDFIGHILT
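Compounds were pin-transferred onto PI5P4Kalpha and substrate in HEPES pH 7.4 buffer with EGTA, CHAPS and 5% DMSO. ATP (5 microM final) started the reaction, which ran 60 minutes at room temperature before ADP-Glo detection.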
IL-2 act – activates IL-2 in a cell-based reporter assay; IL-2 activation reporter assay, cell-based qHTS; stimulated with anti-CD3/CD4/CD28 beads; in transgenic mouse T cells; activation, % (series mostly up to about 46 µM); 360,000 tested, 0.065% active; in the data active = activation above about 50%; inconclusive = mostly about 30% to 49%; note: 0% is about no effect
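Using fluorescent plate cytometry, EGFP and DsRed are detected in transgenic mouse T cells stimulated 18 h at 37 degrees C with antibody-coated beads after 60 min compound pretreatment.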
EPAC1 ag – EPAC1 (human) agonism; O95398; EPAC1 agonist qHTS, biochemical assay; response scale: 100% = response to 6.5 mM cAMP; Potency, µM (doses to about 154 µM), inactives show at the highest dose activation, hits mostly activators; 360,000 tested, 0.073% active; AID 720707; note: potency is the fitted concentration of half-maximal effect; nearly all actives have a fitted effect of over 60% in size
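EPAC1 100 nM, Rap1B–BODIPY-GDP 250 nM, unlabeled GDP 50 uM; compound titration; 5 min RT; kinetic read ex480/em540 at 5-min intervals ×30 min; data normalized to 6.5 mM cAMP agonist control.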
WRN helicase inh – inhibitors of human WRN helicase; Q14191; WRN helicase unwinding, fluorescent forked duplex, kinetic; Potency, µM (series often up to 114 µM), inactives show at the highest dose activity change, negative = inhibition, most hits filed as inhibitors; 360,000 tested, 0.46% active; AID 651768; note: potency is the fitted concentration of half-maximal effect; % is set by controls: 0 for no effect and ±100 for the full control effect; nearly all actives have a fitted effect of over 55% in size
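WRN at 20 nM final preincubated with compound 15 min at room temperature; reaction started with 100 nM fluorophore/quencher forked duplex oligonucleotide and 2 mM ATP final. Unwinding followed kinetically by red fluorescence (ex 525, em 598 nm).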
FUS suppressor – suppressors of FUS proteinopathy in yeast; S. cerevisiae FUS-expressing, growth rescue, OD600, 24 h; Potency, µM (series often up to 76.6 µM), inactives show top-dose growth rescue (activation), actives largely listed as activators; 390,000 tested, 0.24% active; AID 1347120;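 note: potency is the fitted concentration of half-maximal effect; plate controls were DMSO vehicle for no effect and reference control for full effect; nearly all actives have a fitted effect of over 55% in size; some results filed as inactive show a strong effect at the top dose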
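S. cerevisiae expressing FUS from galactose induction served as the toxicity model. Growth after 24hr at 30C, read as absorbance at 600 nm, indicates suppression of toxicity; compounds dosed at several concentrations.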
aSyn rescue – inhibitors of alpha-synuclein toxicity in yeast | Yeast expressing alpha-synuclein, growth rescue, BacTiter-Glo, 24 h | Potency, µM (highest dose often 46.1 µM), without a hit: at the top dose growth rescue (activation), actives largely listed as activators | 370,000 tested, 0.14% active | AID 652106; note: potency is the fitted concentration of half-maximal effect; % of control where 0% means no effect; nearly all actives have a fitted effect of over 65% in size
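Readout is rescue of growth in alpha-synuclein-expressing yeast, so inhibitors of toxicity appear as activators. Growth after 24 hr at 30 deg C in galactose medium is quantified by luminescence.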
PLK1 PBD inh – PLK1 (human) polo-box domain binding inhibition | 360,000 tested, 2.8% active | Plk1 PBD binding of FITC phosphopeptide, fluorescence polarization | Potency, µM, for the others: max response, negative = inhibition, hits mostly inhibitors; note: potency is the fitted concentration of half-maximal effect; series mostly up to about 57 µM; % is set by controls: 0 for no effect and ±100 for the full control effect; nearly all actives have a fitted effect of over 65% in size
Target sequence (P53350 whole entry, looked up, the tested form may be a part): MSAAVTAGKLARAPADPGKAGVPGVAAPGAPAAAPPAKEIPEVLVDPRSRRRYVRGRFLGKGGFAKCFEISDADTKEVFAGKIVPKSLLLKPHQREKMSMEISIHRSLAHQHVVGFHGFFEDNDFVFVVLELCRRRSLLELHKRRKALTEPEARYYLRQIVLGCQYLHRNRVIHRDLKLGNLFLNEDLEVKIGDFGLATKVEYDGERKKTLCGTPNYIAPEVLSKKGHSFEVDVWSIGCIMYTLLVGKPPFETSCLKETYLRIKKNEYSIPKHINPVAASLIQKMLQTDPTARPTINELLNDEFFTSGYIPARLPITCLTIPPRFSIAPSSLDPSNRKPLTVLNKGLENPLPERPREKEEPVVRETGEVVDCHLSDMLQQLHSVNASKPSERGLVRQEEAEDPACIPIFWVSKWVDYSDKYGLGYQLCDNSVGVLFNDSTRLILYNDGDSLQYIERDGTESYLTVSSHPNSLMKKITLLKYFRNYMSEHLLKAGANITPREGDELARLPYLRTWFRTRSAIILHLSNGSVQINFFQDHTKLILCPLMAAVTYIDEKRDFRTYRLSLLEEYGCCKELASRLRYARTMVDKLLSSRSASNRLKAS
EPAC1 antagonist – blocks human EPAC1 exchange factor. AID 720709. Potency, µM (top dose mostly 115 µM), without a hit: at the highest dose activity change, negative = inhibition, actives largely listed as inhibitors. O95398. 360,000 tested, 0.14% active. EPAC1 GEF assay, Rap1b-BODIPY-GDP exchange fluorescence;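 note: potency is the fitted concentration of half-maximal effect; plate controls were vehicle for no effect and positive control for full effect; nearly all actives have a fitted effect of over 50% in size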
* marks the source's active call; other numbers are inactive results; ? = inconclusive; . = not tested or not shown; & = joins results of further samples; [ ] = another dose, or the depositor's remark. Unless noted, calls come from the whole dose curve; as a rule, active = well fitted curve in the direction sought with a large enough effect; inconclusive = small, poorly fitted or top-dose-only effect, or another doubt; inactive = no such curve, though single readings can be large; an effect the other way counts as inactive or inconclusive. An unsorted share of the library; 4.1% or so of the library scored in one or more.

SMILES | Abeta rescue | PI5P4K alpha inh | IL-2 act | EPAC1 ag | WRN helicase inh | FUS suppressor | aSyn rescue | PLK1 PBD inh | EPAC1 antagonist
CCOC(=O)N1CCN(C(=O)CCn2nc(-c3ccc(Cl)cc3)ccc2=O)CC1 | -3% | -6 | 0.5 | -4% | 4% | 2% | 4% | -4% | 6%
COc1cccc(OC)c1C(=O)N1CCN(c2ccccn2)CC1 | 5% | . | -0.2 | 3% | -20% | 9% | -3% | -12% | -1%
CCCOc1ccccc1Nc1nnc(C)c(=O)[nH]1 | 2% | . | -1.8 | 5% | 9% | 17% | 6% | -4% | 0%
COc1cccc(-c2cc(=O)c3cc(NC(=O)c4ccc(N(C)C)cc4)ccc3[nH]2)c1 | -7% | -22 | -0.4 | -7% | -3% | 5% | 0% | -15% | 13%
Oc1ccc(-c2nc3ncccn3c2Nc2ccc3c(c2)OCCO3)cc1 | 23% | -5 | 0.7 | 13% | -19% | -25% | 2% | -4% | -26%
CCCCN(C(=O)Nc1ccc(OCC)cc1)C1CCN(C(C)=O)CC1 | -15%&-7% | . | -1.1 | 2% | 12% | 1%&9% | -8% | -2% | 0%
CN(Cc1cnccn1)C(=O)CC1C(=O)NCCN1Cc1ccc(F)cc1Cl (stereo not drawn) | -7% | -5 | -2.0 | 7% | -21% | . | 0% | -11% | 6%
COc1ccc(C)cc1NC(=S)N1CCN(S(C)(=O)=O)CC1 | 11% | 6 | 1.6 | -2% | -16%[57.1 µM] | -9% | 3% | 0% | -10%
CCOc1ccc(C(C#N)N2CCOCC2)cc1OC (stereo not drawn) | -11% | 7 | -2.1 | 0% | 4%[57.1 µM] | -5% | 0% | 1% | 1%
Fc1ccc(-c2nnc(N3CCOCC3)c3ccccc23)cc1F | -12% | 0 | 0.4 | 10% | -3%[57.1 µM] | -3% | -19% | -6% | 1%
Cc1ccc(S(=O)(=O)NC(C)(C)CSc2ncccn2)cc1 | -17% | 2 | -1.2 | -2% | 21% | 7% | -3% | -3% | 13%
CC1CCCN(S(=O)(=O)c2ccc(NC(=O)CN3CCCCC3)cc2)C1 (stereo not drawn) | -3% | -3 | 0.1 | 2% | 10% | -28% | -3% | -17% | -6%
CCc1cccc(CC)c1NC(=O)C1CCN(C(=O)c2ccco2)CC1 | -23% | -9 | -3.0 | -2% | 9% | -25% | -1% | ? | 9%
COC(=O)C1=C(C(=O)OC)[C@@H]2N(C)c3ccccc3[C@@]23C[C@@H](CO)N(C(=O)NCCBr)C3=N1 | -10% | 0 | 0.1 | -7% | 3% | -11% | 0% | -15% | -13%
CCCOc1ccc(C(=O)NCCN2CCOCC2)cc1 | -4% | 1 | -1.0 | 11% | 6% | 16% | 1% | -3% | 0%
COc1cc(CN(C)Cc2cc(=O)n3ccsc3n2)ccc1OC(F)F | -9% | -7 | -5.4 | -3% | -1% | 21% | -3% | -5% | 12%
Cc1cccc(-c2nc3ccc(C(=O)NCCN4CCN(C)CC4)cc3nc2-c2cccc(C)c2)c1 | -19% | 5 | -1.2 | -9% | -1% | 21% | -6% | -11% | -10%
COc1cc([N+](=O)[O-])ccc1NC(=O)CC1SC(=Nc2ccc(F)cc2)N(CCC2=CCCCC2)C1=O (stereo not drawn) | 5% | 5 | -0.2 | 10% | -26% | . | 0% | -19% | -20%
CC(C)NC(NC(=O)Cc1ccccc1)C(Cl)(Cl)Cl (stereo not drawn) | -2% | 10 | 0.4 | -12% | -12% | 13% | -7% | -9% | -10%
C[C@@H]1CN([C@H](C)CO)C(=O)CCCn2nncc2CO[C@H]1CN(C)Cc1ccccc1C(F)(F)F | 1% | -6 | -2.6 | -10% | 4% | 4% | 0% | -1% | 22%

Arranged by count of non-hydrogen atoms (highest first): some entries from above
SMILES | Abeta rescue | PI5P4K alpha inh | IL-2 act | EPAC1 ag | WRN helicase inh | FUS suppressor | aSyn rescue | PLK1 PBD inh | EPAC1 antagonist
COc1cc([N+](=O)[O-])ccc1NC(=O)CC1SC(=Nc2ccc(F)cc2)N(CCC2=CCCCC2)C1=O (stereo not drawn) | 5% | 5 | -0.2 | 10% | -26% | . | 0% | -19% | -20%
Cc1cccc(-c2nc3ccc(C(=O)NCCN4CCN(C)CC4)cc3nc2-c2cccc(C)c2)c1 | -19% | 5 | -1.2 | -9% | -1% | 21% | -6% | -11% | -10%
C[C@@H]1CN([C@H](C)CO)C(=O)CCCn2nncc2CO[C@H]1CN(C)Cc1ccccc1C(F)(F)F | 1% | -6 | -2.6 | -10% | 4% | 4% | 0% | -1% | 22%
COC(=O)C1=C(C(=O)OC)[C@@H]2N(C)c3ccccc3[C@@]23C[C@@H](CO)N(C(=O)NCCBr)C3=N1 | -10% | 0 | 0.1 | -7% | 3% | -11% | 0% | -15% | -13%
COc1cc(CN(C)Cc2cc(=O)n3ccsc3n2)ccc1OC(F)F | -9% | -7 | -5.4 | -3% | -1% | 21% | -3% | -5% | 12%
Cc1ccc(S(=O)(=O)NC(C)(C)CSc2ncccn2)cc1 | -17% | 2 | -1.2 | -2% | 21% | 7% | -3% | -3% | 13%
CCCOc1ccc(C(=O)NCCN2CCOCC2)cc1 | -4% | 1 | -1.0 | 11% | 6% | 16% | 1% | -3% | 0%

New compounds follow
SMILES | Abeta rescue | PI5P4K alpha inh | IL-2 act | EPAC1 ag | WRN helicase inh | FUS suppressor | aSyn rescue | PLK1 PBD inh | EPAC1 antagonist
O=C1C=C(c2ccc(Cl)c(C(F)(F)F)c2)C[C@@H](c2ccc(Cl)cc2)C1 | -11% | 13 | 0.0 | -7% | -7% | -4% | -14% | -6% | -23%
Cc1ccc2nc(-c3ccc(F)cc3)c(Cc3ccccn3)n2c1 | -9% | -2 | 1.7 | -6% | -8% | 24% | 1% | -2% | -1%
N#Cc1c(SCC(=O)Nc2nc3ccccc3s2)sc2c(O)cc(=O)[nH]c12 | 3% | -78* | 5.0 | 0% | 40µM* | 11% | 8% | 24µM* | ?
Cc1onc(-c2ccccc2Cl)c1C(=O)OCC(=O)Nc1ccc2c(c1)OCO2 | -10% | 0 | -2.7 | 19% | -16% | ? | 0% | -8% | -6%
COc1ccc(F)cc1CN1CCN(CC(=O)Nc2ccccc2C(=O)NC2CC2)CC1 | -6% | 2 | 0.3 | 6% | 6% | 19% | -6%[1.84 µM] | -8% | 8%
CCN(CC)S(=O)(=O)c1ccc(N2CCOCC2)c(NC(=O)c2sccc2C)c1 | 21% | 1 | -0.9 | 7% | 3% | 33% | ? | ? | 2%
O=C(N=C1c2ccccc2CN1c1cccc(Cl)c1)c1cccnc1 | -11% | 3 | 0.9 | -8% | -8% | -16% | 7% | -4% | -18%
Cc1c(NC(=O)c2cccc(NC(=O)COc3ccc(C#N)cc3)c2)c(=O)n(-c2ccccc2)n1C | -14% | -1 | 1.0 | 3% | 8% | 31% | -6% | 4% | 0%
O=C(CCSc1ccc(Cl)cc1)Nc1cccnc1 | 10% | 10 | 3.0 | 3% | 0% | -29% | ? | ? | -3%
C=C1CCN(C(Cc2ccccc2)C(=O)OC)S(=O)(=O)c2ccc(F)cc21 (stereo not drawn) | 7% | 2 | 0.4 | -17% | 1% | 4% | 4% | -9% | -20%
COc1ccc(Nc2ncnc3ccc(C)cc23)cc1 | -4% | 4 | -0.3 | -12% | 11% | 8% | 1% | 2% | 3%
COc1ccc(-c2nnn(CC(=O)N(Cc3ccco3)C(C(=O)NCC3CCCO3)c3ccco3)n2)cc1 (stereo not drawn) | 4% | 1 | -2.3 | 11% | ? | 28% | -2% | -19% | -9%
CC(C)[C@@H]1Cc2[nH]c(=S)[nH]c(=O)c2[C@H](CCc2ccccc2)O1 | -11% | -20 | 0.1 | -6% | 2% | 0% | -10% | -7% | 3%
N#CCCn1c(Cl)nc2ccccc21 | 7% | . | -3.1 | 5% | -10% | 0% | 0% | 1% | 10%
CCOC(=O)Cn1c(=O)c(-c2ccccc2NC)nc2ccccc21 | 6% | -5 | -3.5 | -12% | -21%[57.1 µM] | -23% | -6% | -7% | 6%
O=C(c1sc2cccc(Cl)c2c1Cl)N1CCN(CCc2ccccn2)CC1 | -5% | 3 | 0.0 | -5% | 7% | -11% | 10% | 6% | -8%
CCOc1ccccc1OCCCNCc1ccco1 | -8% | -1 | -2.0 | -8% | -1% | 5% | 9% | -10% | 1%
CC(=O)Nc1cccc(N/C(N)=N/c2nc(C)cc(C)n2)c1 | 3% | 10 | 0.4 | 4% | 41%[activator] | -12% | -4% | -3% | 1%
CCOC(=O)C1=NN(c2ccccc2)C(=O)C1 | 1% | -2 | 0.3 | 3% | 5% | 17% | -1% | 4% | 7%
CCN(C(=O)c1coc(=O)c2ccccc12)c1cc(OC)ccc1OC | -14% | -5 | -0.6 | 8% | 1% | 24% | 0% | -23% | -13%
O=C(CC1C(=O)NCCN1Cc1cccc(F)c1F)NC1CCCCCC1 (stereo not drawn) | 18% | -5 | -1.3 | 2% | -7% | 16% | 1% | -15% | -7%
Cc1cc(C)c(/C=N/n2c(C)cc(C)c(C#N)c2=O)c(C)c1 | 0% | 5 | -0.4 | -2% | -4% | . | -1% | 2% | 9%
CSc1ccc(CN(C)C(=O)c2cccc(S(=O)(=O)N3CCN(Cc4ccccc4)CC3)c2)cc1 | 10% | 1 | -0.4 | 4% | -7% | 24% | 8% | -2% | -2%
CCCC(C)(C)NC(=O)CCCCC(=O)NC(C)(C)CCC | 6% | 2 | -4.2 | -4% | 7% | 31% | -6% | -9% | 0%
CCN(CC)C(=O)Cn1c(=O)n(CCCCCC(=O)Nc2ccccc2)c(=O)c2sccc21 | -4%&-8% | -6 | 1.0 | -16% | -6% | -4%&11% | 5% | 5% | 3%
Cn1c(NCc2ccccc2F)nc2cc(-c3ccccc3)sc2c1=O | 4% | -1 | -0.1 | -8% | 0% | 8% | 0% | -4% | 6%
CCCNc1ncnc2nc[nH]c12 | -14% | 5 | -1.3 | 10% | 3% | -29% | -5% | -6% | 0%

High-throughput results from PubChem.
